# Screening results: PubChem, Southern Research Specialized Biocontainment Screening Center
# Salmonella PhoP GFP: PhoP regulon inhibitors, Salmonella typhi PhoP promoter GFP reporter, confirmatory (AID 1850). Salmonella Typhi PhoP-promoter GFP reporter, fluorescence, 4 h; higher % means a stronger effect. inhibition, % at 50 µM; hits with a dose series show IC50 in µM. hit rate 0.33% among 310,000; in the data active means a potency from the dose series; inconclusive means inhibition mostly from about 25% at the one dose, without a potency; inactive means the rest, 99 in 100 with inhibition below about 19%;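 further: 0% = induced wells with vehicle and 100% = uninduced wells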
# VEEV TC-83 Vero: inhibitors of VEEV TC-83 cytopathic effect, confirmation, Vero cells (AID 588727); Vero cells, VEEV TC-83 cytopathic effect inhibition; higher % means a stronger effect; hit rate 0.13% among 350,000; one-dose inhibition, % at 20 µM; IC50 in µM for titrated hits; in the data active means a potency from the dose series; inconclusive means inhibition mostly from about 14% at the one dose, without a potency; inactive means the rest, 99 in 100 with inhibition below about 12%; further: strong numbers were not always called active
# influenza NS1A: H1N1 influenza NS1A inhibitors, functional cell based assay (AID 504329). NS1A functional cell-based assay, percent inhibition; higher % means a stronger effect. one-dose inhibition, % at 12.5 µM; IC50 in µM for titrated hits. hit rate 0.3% among 340,000; in the data active means a potency from the dose series; inconclusive means inhibition above about 27% without an active follow-up result; further: strong numbers were not always called active
# H37Rv inhibition: M. tuberculosis growth inhibition, HTS (AID 449762); one-dose inhibition, % at 25 µM; IC50 in µM for titrated hits; M. tuberculosis H37Rv growth inhibition, 7H9 media; higher % means a stronger effect; hit rate 0.59% among 330,000; in the data active means a potency from the dose series; inconclusive means inhibition above about 70% without an active follow-up result;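 further: bacterial growth assessed after seven days of incubation; strong numbers were not always called active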
# M. tuberculosis: growth inhibition of non-replicating M. tuberculosis (AID 488890). inhibition, % at 25 µM, or IC50 in µM where a hit was titrated. Mycobacterium tuberculosis non-replicating, growth inhibition; higher % means a stronger effect. hit rate 0.39% among 320,000; in the data active means a potency from the dose series; inconclusive means inhibition mostly from about 82% at the one dose, without a potency; inactive means the rest, 99 in 100 with inhibition below about 76%;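 further: plate controls were DMSO cells for no effect and high antibiotic wells for full effect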
# VEEV TC-83 Vero 10K pilot screen: second read-out of VEEV TC-83 Vero, no call of its own (marks repeat the call); inhibition, %; measured here: 10K pilot screen inhibition
# An asterisk follows results filed as active; i = inactive; ? = inconclusive; · = no result given; & = joins results of further samples.
SMILES,Salmonella PhoP GFP,VEEV TC-83 Vero,influenza NS1A,H37Rv inhibition,M. tuberculosis,others
Cc1ccc(S(=O)(=O)NCC(=O)N(CC(=O)NCc2ccco2)Cc2cccs2)cc1,-8.7%,i,3.4%,0.6%,1.0%,
COc1ccc(OCC#CCN2CCNCC2)cc1,-3.0%,i,-19.5%,0.4%,-1.0%,
COc1cc(OC)cc(C(=O)NCC(=O)OCC(=O)NC(C)CCc2ccccc2)c1 (centres undefined),·,1.4%,-10.9%,-3.5%,-8.0%,
Cc1ccc(CNC(=O)c2ccc(OCC(C)C)cc2)n1C,4.4%,0.1%,-10.5%,-12.6%,0.0%,
COc1ccc(N(Cc2cc(=O)[nH]c3ccccc23)C(=O)c2ccco2)cc1,-15.4%,0.7%,-1.9%,3.6%,23.0%,
COc1ccc(Cl)cc1NC(=O)COC(=O)c1cc(C)oc1C,·,0.9%,-7.0%,2.7%,18.2%,
O=C(NCc1ccccc1Cl)C1CCC(CNc2c(N3CCOCC3)c(=O)c2=O)CC1 (centres undefined),11.4%,0.5%,13.4%,-12.1%,6.2%,
CCc1c(C)sc(NC(=S)N2CC(C)OC(C)C2)c1C(=O)OC (centres undefined),3.2%,1.7%,-3.6%,3.9%,53.3%,
CCOc1ccc2cc(C3CC(c4ccco4)=NN3S(C)(=O)=O)c(Cl)nc2c1 (centres undefined),7.3%,1.6%,0.4%,-6.0%,13.7%,
COc1cc2c(cc1OC)C(c1ccco1)CC(=O)N2 (centres undefined),1.7%,1.4%,6.0%,-5.8%,·,

# The final 5 compounds of the section above are carried over, then new ones follow.
SMILES,Salmonella PhoP GFP,VEEV TC-83 Vero,influenza NS1A,H37Rv inhibition,M. tuberculosis,others
COc1ccc(Cl)cc1NC(=O)COC(=O)c1cc(C)oc1C,·,0.9%,-7.0%,2.7%,18.2%,
O=C(NCc1ccccc1Cl)C1CCC(CNc2c(N3CCOCC3)c(=O)c2=O)CC1 (centres undefined),11.4%,0.5%,13.4%,-12.1%,6.2%,
CCc1c(C)sc(NC(=S)N2CC(C)OC(C)C2)c1C(=O)OC (centres undefined),3.2%,1.7%,-3.6%,3.9%,53.3%,
CCOc1ccc2cc(C3CC(c4ccco4)=NN3S(C)(=O)=O)c(Cl)nc2c1 (centres undefined),7.3%,1.6%,0.4%,-6.0%,13.7%,
COc1cc2c(cc1OC)C(c1ccco1)CC(=O)N2 (centres undefined),1.7%,1.4%,6.0%,-5.8%,·,
Cc1occc1C(=O)NCc1ccc2c(c1)OCO2,-4.8%,1.6%,-3.5%,3.1%,-0.8%,
Cc1ccc(CCNC(=O)C2CCCN(C(=O)c3cc4sccc4n3C)C2)cc1 (centres undefined),0.7%,3.9%,3.8%,-7.9%,2.8%,
Cc1ccc(N2C(=O)CC(Sc3nccc(C)n3)C2=O)cc1 (centres undefined),0.0%,0.6%,-2.5%,-6.1%,i,
CC(C)(C)C(=O)N1CCN(c2nc3ccc(Br)cc3s2)CC1,-3.8%,3.0%,9.7%,5.9%,10.8%,
CC1=NN(S(=O)(=O)c2ccc(C)cc2)C(=O)c2ccccc2O1,4.9%,0.7%,-13.1%,2.0%,10.2%,
CCOc1ccc(NC(=O)Nc2ccccc2C(N)=O)cc1,1.2%,i,-2.3%,-1.5%,2.7%,
Cc1ccc(C2(C)NC(=O)N(CC(=O)NC(C)c3ccccc3)C2=O)cc1 (centres undefined),13.3%,0.1%,9.5%,-10.3%,6.6%,
CC(=O)c1c(OC(=O)c2ccccc2Br)ccc2c(C)cc(=O)oc12,3.4%,0.4%,2.9%,-1.3%,5.1%,
O=C(COC(=O)CNC(=O)c1ccccc1)NC1CCCC1,·,0.4%,-8.4%,·,·,
O=C(c1ccccc1F)N1CCN(S(=O)(=O)c2ccc3ccccc3c2)CC1,-1.8%,i,-3.8%,7.7%,-3.7%,

# Of the compounds above, these contain two or more sulfur atoms:
SMILES,Salmonella PhoP GFP,VEEV TC-83 Vero,influenza NS1A,H37Rv inhibition,M. tuberculosis,others
Cc1ccc(S(=O)(=O)NCC(=O)N(CC(=O)NCc2ccco2)Cc2cccs2)cc1,-8.7%,i,3.4%,0.6%,1.0%,
CCc1c(C)sc(NC(=S)N2CC(C)OC(C)C2)c1C(=O)OC (centres undefined),3.2%,1.7%,-3.6%,3.9%,53.3%,

# Continued:
SMILES,Salmonella PhoP GFP,VEEV TC-83 Vero,influenza NS1A,H37Rv inhibition,M. tuberculosis,others
O=C(COc1ccc2ccc(=O)oc2c1)N1CCC(C(=O)O)(c2ccccc2)CC1,-1.6%,1.5%,-12.1%,-13.2%,-14.4%,
COc1ccc(NS(=O)(=O)c2cccc(C(=O)NCC(c3ccc(OC)cc3)N3CCCC3)c2)cc1 (centres undefined),-4.0%,i,0.8%,51.7%,29.3%,
O=C(O)CNC(=S)N(Cc1ccco1)Cc1ccccc1Cl,-1.9%,1.2%,-0.3%,5.4%,22.9%,
O=C(NCC1CCCO1)C1c2ccccc2C(=O)N1Cc1ccc2c(c1)OCO2 (centres undefined),2.2%,0.5%,-3.1%,-8.3%,-8.1%,
CN1C(=O)N(C)C(=O)C(CCc2ccncc2)(Cc2ccc3c(c2)OCO3)C1=O,5.5%,0.3%,-3.0%,-5.6%,9.6%,
O=C(COC(=O)c1cc2ccccc2oc1=O)Nc1cccc(S(=O)(=O)N2CCCCCC2)c1,-6.1%,1.3%,-9.2%,-4.3%,11.8%,
Cn1c(C(=O)NC2CCCC2)cc2c(=O)n(C)c3ccccc3c21,14.2%,8.6%,6.7%,-8.1%,27.6%,
OC(COCc1ccccc1)CN1CCCCC1 (centres undefined),1.8%,0.1%,7.9%,-0.5%,11.9%,
CCOC(=O)c1sc(NC(=O)COC(=O)CNC(=O)C2CCCCC2)c(C(=O)OCC)c1C,-5.5%,0.6%,-2.5%,-7.8%,7.8%,
CCOc1cc2c(cc1OC)C(NC(=O)c1ccco1)CC2=O (centres undefined),-0.5%,0.6%,-4.8%,10.1%,-5.0%,
COCc1cccc(N2C(=O)CC(C3C=C(C)C4C(=O)N(c5cccc(COC)c5)C(=O)C4C3)C2=O)c1 (centres undefined),8.5%,1.0%,-12.2%,-4.7%,0.6%,
COc1ccc(CC(=O)Nc2cccc(-c3nnc(-c4ccccc4)o3)c2)cc1OC,·,1.0%,0.2%,·,·,
Cc1ccc(C)c(NC(=O)CN2C(=O)COc3ccc(S(=O)(=O)N4CCCC4)cc32)c1,0.9%,1.6%,-16.1%,-1.3%,3.5%,
CCN(CC(=O)Nc1ccccc1C(F)(F)F)C(=O)CSCc1ccc(C)cc1,3.2%,9.6%,-2.8%,0.5%,7.3%,
Cc1ccc(S(=O)(=O)NC(N)=NCCc2ccccc2)cc1C,-3.0%,2.9%,0.3%,11.7%,30.1%,
COc1ccc(C(CNC(=O)Cc2ccc(-c3ccccc3)cc2)N(C)C)cc1 (centres undefined),-5.6%,1.0%,7.4%,0.6%,65.7%,
O=S(=O)(Nc1ncccn1)c1ccc(NC(=S)N2CCN(Cc3ccc(F)cc3Cl)CC2)cc1,-13.4%,0.5%,-3.0%,-2.9%,35.9%,
Cc1ccc(NC(=O)C2C3C=CC4(O3)C2C(=O)N(CCCN2CCCCC2)C4C(=O)NC2CCCCC2)cc1Cl (centres undefined),-9.4%,i,-2.4%,2.0%,16.8%,
Cc1ccc(NC(=S)NC(NC(=O)N(C)C)C(Cl)(Cl)Cl)cc1 (centres undefined),4.3%,0.1%,5.5%,-4.8%,20.1%,
O=C(CN1CCN(Cc2ccc(F)cc2Cl)C1=O)NCCCN1CCOCC1,-2.7%,i,-11.8%,-4.0%,·,
O=C(N/N=C/c1cc(Cl)c(O)c(Cl)c1)c1cc2c(ccc3ccccc32)o1,-0.7%,6.6%,-1.3%,0.5%,76.5%,
O=c1oc2c(CN3CCOCC3)c(O)ccc2c2c1CCC2,-13.7%,0.2%,-8.2%,0.0%,-4.0%,VEEV TC-83 Vero 10K pilot screen=1.1
CC(Cn1cncn1)NC(=O)c1cc(COc2cccc(C(F)(F)F)c2)on1 (centres undefined),-4.2%,0.8%,-3.1%,-12.7%,1.4%,
Cc1cc(N/N=C/c2ccccc2F)c2ccccc2n1,0.4%,1.7%,7.3%,5.3%,-3.5%,
Cc1ccc(C(=O)Nc2nccs2)s1,-2.6%,i,-0.3%,-1.8%,-8.5%,
COCCn1c(SC(C(=O)Nc2cc(C)ccc2OC)c2ccccc2)nnc1-c1ccc(Cl)cc1 (centres undefined),3.0%,0.3%,18.9%,12.1%,41.0%,
Cc1cccc(C)c1NC(=O)CN1CCCC1,·,0.9%,2.5%,·,·,
CCN(CC)c1ccc(NC(=O)Cn2nnc(-c3cccc(OC)c3OC)n2)c(C)c1,12.5%,i,-1.4%,-3.6%,-7.1%,
Cc1cccc(NC(=O)CNC(=O)c2ccc3c(c2)OCO3)n1,1.9%,3.3%,1.5%,-1.4%,-17.0%,
CC(C)CNC1=CC(=O)CC(c2ccco2)C1 (centres undefined),-1.0%,1.1%,12.5%,-3.2%,16.7%,
C=CC[C@H](CC(=O)OC(C)(C)C)C(=O)OC[C@@H]1CCCN1C(=O)[C@H](CC=C)CC(=O)N[C@H](CO)Cc1ccccc1,·,1.0%,5.0%,-0.4%,36.6%,
O=[N+]([O-])c1ccc(C2[C@H]3C(c4ccccc4)=NC4(CCCC4)N23)cc1 (some centres undefined),1.4%,1.4%,-0.7%,-4.9%,29.8%,
CCOCCCNC(=S)N1CCCN(c2nc3cc(C)c(C)cc3cc2C#N)CC1,-0.9%,0.6%,-11.7%,49.2%,51.5%,
COc1ccc(N2C(=O)C(CC(=O)Nc3ccccc3)N(Cc3ccccn3)C2=S)cc1 (centres undefined),2.8%,6.3%,-4.2%,7.4%,23.4%,
COc1cccc(N(CC(=O)N2CCN(C)CC2)S(=O)(=O)c2ccc(C)cc2)c1,2.4%,1.2%,13.1%,-7.2%,-12.4%,
CC(C)OCCCNC(=O)c1cn(C)c2ccc(S(=O)(=O)N(C)C3CCCCC3)cc2c1=O,2.9%,7.7%,-9.7%,-2.0%,3.3%,
CCn1c(CNc2ccc(Cl)cc2)nnc1SCCN1CCCCC1,2.8%,0.2%,-23.1%,-5.4%,7.6%,
CCOC(=O)c1oc2cc(O)c(CC)cc2c(=O)c1-c1cscn1,-6.2%,2.1%,-22.1%,-1.9%,-1.1%,
COc1ccc(N(CC(=O)Nc2ccc(F)c(F)c2)S(=O)(=O)c2c(C)n[nH]c2C)cc1,0.9%,3.9%,2.2%,1.5%,3.0%,
O=C(/C=C/c1cccs1)NC(=S)NNC(=O)Cc1cccs1,7.3%,11.7%,-10.7%,6.3%,67.1%,
FC(F)(F)Oc1ccc(C2NCc3ccccc3-n3cccc32)cc1 (centres undefined),8.9%,5.3%,-1.3%,3.1%,9.6%,
CCOc1ccccc1CNC(=O)C1CCN(C(=O)c2sccc2-n2cccc2)CC1,-3.9%,7.3%,-1.8%,1.2%,16.8%,
CC(Nc1nc(-c2ccc(F)cc2)cs1)c1nc2cc(Cl)c(Cl)cc2n1CCCO (centres undefined),-7.7%,12.3%,6.0%,?,55.4%,
CCOC(=O)CSc1nc2ccccc2c(=O)n1-c1ccc(C)cn1,-0.9%,0.4%,3.6%,-2.5%,9.7%,
CCOC(=O)c1ccc(NC(=O)c2ccc(CO)c(C(=O)NC3CCN(C(=O)OCC)CC3)c2)cc1,0.1%,5.4%,4.8%,8.0%,-4.0%,
O=C(Nc1nc(-c2ccc(F)cc2)cs1)c1cccnc1,-19.1%,0.5%,-11.7%,3.0%,-7.3%,
Cc1cc(N2CCN(C(c3ccccc3)c3ccc(Cl)cc3)CC2)n2ncnc2n1 (centres undefined),-0.8%,3.1%,8.0%,-11.7%,37.0%,
O=C(CSc1nnc(-c2ccc(Br)cc2)o1)N1CCN(C(=O)c2ccco2)CC1,-1.7%&-5.0%,0.3%,-1.1%,?,?,
COC(=O)c1cc2c(N)c(C(=O)c3ccccc3)sc2nc1C(OC)OC,1.8%,8.7%,-25.8%,-9.5%,15.6%,
O=S(=O)(NCCSc1ccccn1)c1ccc(Cl)cc1,-3.2%,0.9%,16.5%,3.9%,6.6%,

# More structures:
SMILES,Salmonella PhoP GFP,VEEV TC-83 Vero,influenza NS1A,H37Rv inhibition,M. tuberculosis,others
COc1ccc(NC(=O)C2CCCO2)c(OC)c1 (centres undefined),-6.2%,0.8%,-2.5%,-15.5%,-17.9%,
C#CC[N+](CC)(CC)CC#Cc1ccccc1,-7.8%,i,·,-1.9%,-0.6%,
CCCCOCC1CN(c2ccccc2)C(=O)CS1 (centres undefined),0.9%,0.2%,7.0%,-9.9%,2.0%,
COc1ccc(Cc2nc3ccc(C(=O)N(C)CC4COCCO4)cc3o2)cc1 (centres undefined),-10.1%,0.9%,-10.0%,-4.7%,9.2%,
